Screening data: PubChem, The Scripps Research Institute Molecular Screening Center
CHRM1 antagonist – antagonists of human M1 muscarinic receptor. P11229. CHO-K1 hM1, Fluo-8 calcium fluorescence, ACh EC80 antagonist. inhibition, % at 3 µM. 360,000 tested, 1.3% active. AID 588852;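 active = percent inhibition above its own plate's cutoff, namely the mean of that plate's compound wells plus 3 SD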;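 note: peak over basal fluorescence ratio during 140 s after agonist addition; 0% = ACh EC80 plus DMSO and 100% = DMSO alone without agonist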
Target sequence (P11229 whole entry, looked up): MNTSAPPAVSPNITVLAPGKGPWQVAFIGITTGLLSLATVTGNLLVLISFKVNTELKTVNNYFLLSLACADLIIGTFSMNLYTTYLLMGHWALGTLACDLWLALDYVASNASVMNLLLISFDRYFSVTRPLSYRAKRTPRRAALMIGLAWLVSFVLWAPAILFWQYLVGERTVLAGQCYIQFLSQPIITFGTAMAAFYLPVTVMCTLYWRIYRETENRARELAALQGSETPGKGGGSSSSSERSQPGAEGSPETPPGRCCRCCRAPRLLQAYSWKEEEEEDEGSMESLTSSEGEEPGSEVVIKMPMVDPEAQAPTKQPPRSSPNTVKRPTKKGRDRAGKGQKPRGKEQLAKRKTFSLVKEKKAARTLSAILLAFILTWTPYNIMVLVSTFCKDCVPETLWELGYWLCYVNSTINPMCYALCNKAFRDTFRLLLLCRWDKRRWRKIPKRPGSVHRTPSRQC
CHO parental Ca – signal in parental CHO cells, OX1R antagonist counter-screen; parental CHO-K1, ATP-induced calcium, Fluo-8 fluorescence; inhibition, % at 5.6 µM; 330,000 tested, 0.63% active;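 active = inhibition above that plate's mean sample inhibition plus 3 SD, cut at about 26% in these data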;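 note: 0% = ATP-challenged DMSO wells and 100% = DMSO wells without ATP; some compounds past the cut are filed as inactive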
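Material: parental CHO cells / Compound: single nominal dose of 5.6 µM per compound / Signal: Fluo-8 fluorescence / Replicates: singlicate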
M1 ag – activates human CHRM1 receptor; 360,000 tested, 0.33% active; AID 588814; CHO-K1 hM1, Fluo-8 calcium fluorescence, agonist mode; 0% DMSO, 100% acetylcholine EC100; activation, % at 3 µM; P11229;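 active = activation above the run's mean compound activation plus 3 SD, cut at about 16% in these data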;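 note: peak over basal fluorescence ratio within a 140 s kinetic read after compound addition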
CHRM1 PAM – human CHRM1 positive allosteric modulation | P11229 | CHO-K1 hM1, Fluo-8 calcium fluorescence, ACh EC20; 0% = ACh EC20, 100% = maximal ACh | activation, % at 3 µM | 360,000 tested, 0.088% active; in the data active = activation above about 19%, passing the limit was not always enough
OXTR potentiate – potentiators of human oxytocin receptor; P30559; CHO-OTR cells, Fluo-8 calcium fluorescence, potentiator mode; 0% = oxytocin EC15, 100% = EC100; activation, % at 3 µM; 320,000 tested, 0.061% active;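 active = activation above that plate's cutoff, the mean activation of tested compounds plus 3 SD, cut at about 6.6% in these data, passing the limit was not always enough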;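 note: 100% uses oxytocin at 75 nM as the full agonist control; some results filed as inactive read as strong as hits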
Target sequence (P30559 whole entry, looked up): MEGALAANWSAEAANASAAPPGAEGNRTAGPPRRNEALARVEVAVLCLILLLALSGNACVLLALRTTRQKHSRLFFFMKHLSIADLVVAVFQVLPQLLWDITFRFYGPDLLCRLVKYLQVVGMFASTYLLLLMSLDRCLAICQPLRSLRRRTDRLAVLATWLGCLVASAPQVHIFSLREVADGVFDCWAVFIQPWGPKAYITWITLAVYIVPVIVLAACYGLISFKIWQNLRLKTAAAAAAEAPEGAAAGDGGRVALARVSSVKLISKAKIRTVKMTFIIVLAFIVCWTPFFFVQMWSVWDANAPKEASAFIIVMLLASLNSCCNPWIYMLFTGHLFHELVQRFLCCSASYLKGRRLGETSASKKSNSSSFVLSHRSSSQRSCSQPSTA
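test system = CHO-OTR cells, human receptor | compound = single-point 3.0 µM | schedule = 6 min compound pre-incubation at room temperature, 100 s kinetic read | signal = Fluo-8 no-wash calcium dye fluorescence, excitation 470-495 nm, emission 515-575 nm | repeats = single well per compound, singlicate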
CHRM4 agonist – CHRM4 agonism in calcium assay | AID 624127 | P08173 | activation, % at 3 µM | 360,000 tested, 0.14% active | CHO-K1 hM4/Gqi5, Fluo-8 calcium fluorescence; vehicle 0%, full acetylcholine response 100%;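 active = activation above the run mean over all test wells plus 3 SD, cut at about 32% in these data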;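 note: peak over basal fluorescence ratio per well then scaled between controls; 0% = DMSO wells and 100% = acetylcholine at EC100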
CHO-K1 Ca antag – nonselective inhibitor or artifact in parental CHO-K1 cells; ATP-induced calcium, Fluo-8 fluorescence; inhibition, % at 3 µM; AID 602250; 360,000 tested, 0.6% active;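 active = inhibition above a per-plate cutoff, the plate's mean sample inhibition plus 3 SD, cut at about 24% in these data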;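 note: 0% = DMSO plus EC80 ATP and 100% = DMSO alone without ATP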
CHRM4 antagonist – blocks acetylcholine activation of human M4 receptor; CHO-hM4 cells, ACh EC80, Fluo-8 calcium fluorescence; 360,000 tested, 0.73% active; AID 624125; P08173; inhibition, % at 3 µM;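 active = inhibition above its plate's cutoff, the mean inhibition of sample wells plus 3 SD, cut at about 27% in these data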;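 note: 0% = acetylcholine EC80 with DMSO and 100% = DMSO without agonist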
M1 ag parental – M1 agonist counterscreen hit in parental CHO-K1 cells. Fluo-8 calcium fluorescence; scaled to maximal ATP response, vehicle zero. activation, % at 3 µM. 360,000 tested, 0.48% active; in the data active = activation above about 15%;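 note: untransfected CHO-K1 host cells lacking M1 receptor as counterscreen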
* marks the source's active call; other numbers are inactive results; . = not tested or not shown.

SMILES	CHRM1 antagonist	CHO parental Ca	M1 ag	CHRM1 PAM	OXTR potentiate	CHRM4 agonist	CHO-K1 Ca antag	CHRM4 antagonist	M1 ag parental
CC1(C(=O)NC2CCCC2)CCC(=O)N1Cc1cccs1 (stereo not given)	-6.7	-0.1	-4.6	7.2	6.7	-0.2	-4.3	-1.5	0.4
CCCCNC(=S)N/N=C/c1cccc(OCC)c1O	-9.9	-5.2	-1.2	2.0	0.1	0.6	-11.3	-1.1	0.5
O=C(NCCN1CCN(c2ccccc2)CC1)c1cccc(Cl)c1	-17.6	-13.9	-4.0	8.9	-14.7	0.7	-24.9	-3.3	0.8
CC(=O)NC1=NN(C(C)=O)C(c2ccc(C(C)C)cc2)S1 (stereo not given)	-3.7	-6.0	-5.1	1.2	-2.0	-0.1	-1.5	-3.1	0.3
COc1ccccc1CNS(=O)(=O)c1c(C)[nH]c(C)c1C(=O)N1CCCCC1	-12.1	-7.2	-2.4	7.4	-4.3	1.7	-7.2	10.7	0.6
Cc1ccc(NC(=O)CN2C(=O)NC3(CCCC3)C2=O)c(Cl)c1	-3.0	-16.5	-4.3	0.5	-6.3	-0.8	-5.9	2.9	-0.4
O=C(NC1CCCC1)c1ccc2c(c1)N(Cc1ccc(F)cc1)CCS2	-6.4	-25.2	-5.9	0.1	-3.2	1.6	-8.9	-8.3	-0.9
Nc1ncc(-c2nnnn2-c2ccc(Cl)cc2)c(-c2ccc(Cl)cc2)n1	-10.7	-21.7	0.3	12.9	-10.4	0.8	-9.6	4.2	-0.4
CCCCn1c(N)c(N(CC(C)C)C(=O)CCNC(=O)c2ccc(Br)cc2)c(=O)[nH]c1=O	-6.4	-7.7	-3.9	6.3	0.1	-0.1	2.1	-3.5	0.7
CCC(=O)N1CCN(c2ccc(NC(=S)NC(=O)c3cccc([N+](=O)[O-])c3)cc2)CC1	12.0	-13.7	-0.5	-3.0	-13.0	2.4	10.3	8.9	1.5
Cc1oc(-c2cccc(Cl)c2)nc1CSCC(=O)O	-17.0	-2.6	0.2	12.7	1.6	-1.0	0.3	-13.6	0.2
CC(=O)c1cccc(NC(=O)CN2CCN(S(=O)(=O)/C=C/c3ccccc3)CC2)c1	-6.9	-7.5	-4.1	4.4	-7.7	4.6	-21.9	-2.2	1.6
CCOc1ccc(S(=O)(=O)Nc2cccc(C(=O)NCCCn3ccnc3)c2)cc1	-7.5	-6.9	-7.9	9.5	-0.4	0.4	-10.0	7.9	0.2
CCOc1ccc(Oc2ccccc2NC(=O)CN2C(=O)NC3(CCCC3)C2=O)cc1	14.4	-16.2	-8.0	-13.9	-7.8	2.2	-4.4	-9.6	0.5
Cc1ccc(-n2nc3c(=O)n(CC(=O)NCCc4cccs4)nc(C)c3c2C)cc1	-15.0	-22.5	-13.6	3.3	-5.7	1.1	-21.4	6.0	0.6
CCOC(=O)CN1C(=O)c2ccccc2Sc2ncccc21	-13.5	2.0	-2.2	9.8	-8.0	0.1	-14.2	-8.9	0.4
Cc1cc(C)nc(NN2C(=O)C=CC2=O)n1	-11.7	-11.0	-2.5	2.1	-15.5	0.2	-4.7	-2.4	0.2
CC(=O)c1sc(NC(=O)c2c(F)cccc2F)nc1-c1ccccc1	-3.5	-2.2	-9.7	7.0	-10.4	3.3	-13.2	-1.9	1.6
CC(C)c1ccc(OCC(=O)NNC(=S)NC(=O)C2CC2)cc1	-8.7	8.4	2.4	5.3	-8.4	3.5	4.6	-4.7	2.3
Cc1c(C(=O)Nc2ccccc2)cnn1-c1ccccc1	-9.4	2.8	2.1	-1.1	-6.1	4.5	-13.4	-1.5	5.6
CC1CCc2c(sc(NC(=O)Cn3nc(C(=O)O)c4ccccc4c3=O)c2C#N)C1 (stereo not given)	-7.0	-6.4	0.2	4.7	-3.7	0.2	7.4	-0.3	-0.4
O=C(NCC1CCCO1)c1sc(=S)n2c1[nH]c(=O)c1ccc(C(=O)N3CCCCC3)cc12 (stereo not given)	-2.9	-8.2	-0.7	7.2	-9.2	-2.0	-13.0	4.7	0.2
O=Cc1ccccc1OCCN1CCCC1=O	-13.1	-21.7	-8.1	8.3	-8.8	2.1	-10.5	1.2	2.3
CC(=O)C1=C(O)C(=O)N(Cc2ccco2)C1c1ccc(F)cc1 (stereo not given)	9.6	-5.3	1.5	-4.8	-1.3	0.5	-4.0	-6.5	-0.2
O=C(Nc1cc2c3c(c1)CC(=O)N3CCC2)C1CC1	5.2	-8.7	-1.6	0.1	-3.4	0.0	11.5	0.6	8.5
O=C(c1cc(-c2ccco2)nc2ccccc12)N1CCN(c2ccc(F)cc2)CC1	17.5	-17.6	-2.8	-6.7	-5.4	8.7	2.1	8.9	3.8
CCCN(CCC)Cc1cc2ccccc2c2c1COC2	-9.3	-18.6	-4.9	9.1	-2.9	-1.6	-6.6	-4.8	-0.2
CCOC(=O)CON1C(=O)C(C)(C)N(OCC(=O)OCC)C(=O)C1(C)C	-15.7	4.8	-4.5	7.5	-11.2	1.3	-18.4	-11.0	0.4
CC(C)c1ccc(NC(=O)c2csnn2)cc1	1.9	-5.1	-2.0	4.7	-4.3	-0.7	-16.2	3.7	0.6
Cc1ccc(N(CC(=O)N2CCOCC2)S(C)(=O)=O)cc1Cl	-15.6	0.1	-1.6	10.6	-3.9	0.0	-2.5	-0.5	0.0
CC1CN(c2nnc(-c3ccccc3)c3ccccc23)CC(C)O1 (stereo not given)	-3.5	-9.3	-11.6	7.0	-7.2	-0.2	-18.4	-11.3	2.4
CN(C)/C=C(/C(=O)c1ccccc1Cl)S(C)(=O)=O	-2.9	.	-7.0	6.2	.	-0.4	0.1	-5.0	0.1
COc1ccccc1OCC(=O)Sc1ccc(C)cc1	-6.2	12.8	-1.1	0.4	-5.1	-1.2	-5.0	1.7	0.2
CCCC1=NN(C(=O)Cc2ccc(OC)cc2)C(O)(C(F)(F)F)C1 (stereo not given)	-12.7	-12.9	-7.7	4.2	-1.4	-0.2	-3.3	0.3	0.5
CCc1ccccc1NC(=O)c1cnn(-c2ccccc2)c1C	5.0	-8.5	-2.9	1.0	0.6	0.7	4.7	5.4	0.2
O=C(O)CCCN1C(=O)C2C3CCC(O3)C2C1=O (stereo not given)	9.9	3.6	-4.4	-0.8	-2.7	0.6	-2.3	2.0	2.2
O=C(NC1CCS(=O)(=O)C1)Oc1ccc(Cl)cc1 (stereo not given)	-5.6	8.3	-3.4	8.5	-14.4	1.9	-3.0	-12.0	1.2
COc1ccc(CCC(=O)NC2CCCCC2)cc1	-9.5	-3.9	-3.2	8.8	-1.9	0.5	7.4	-5.5	2.9
CSc1ccc(NC(=O)C2(C)CCN2C(=O)C2(c3ccccc3)CC2)cc1 (stereo not given)	-3.6	.	-6.0	-2.7	.	0.3	-1.9	-6.5	0.4
CC1=C(C(=O)OC2CCCC2)C(c2coc3ccc(C)cc3c2=O)C2=C(CCCC2=O)N1 (stereo not given)	12.0	-25.9	-4.2	0.5	-11.5	1.2	6.4	10.1	0.3
COCCN1C(=O)C(=O)/C(=C(/O)c2ccc(S(=O)(=O)N3CCOCC3)cc2)C1c1cccc([N+](=O)[O-])c1 (stereo not given)	-0.5	0.0	-3.5	-1.4	-6.9	0.9	-3.7	-0.5	-0.1
O=S(=O)(c1cccc(-c2nc3ccccc3s2)c1)N1CCOCC1	-19.5	-19.1	-2.7	17.6	-2.0	-1.0	3.0	-7.2	0.0
Cc1ccc(C(=O)/C=C/c2c[nH]c3ccccc23)cc1	10.0	-14.5	-2.4	-4.5	-4.2	0.2	-9.3	14.8	0.6
COCCN(CC(=O)NCC1CCCO1)C(=O)CCC(=O)Nc1ccccn1 (stereo not given)	-9.5	-5.1	-4.6	10.7	4.4	0.3	-0.6	-5.0	-0.3
O=C(NC(=S)Nc1ccc(S(=O)(=O)Nc2nccs2)cc1)c1cccnc1	-3.6	-11.0	-11.8	9.9	-6.5	0.3	1.1	5.3	10.7
CN1CCN(c2ccc([N+](=O)[O-])cc2NC(=O)c2ccccc2)CC1	-11.5	-8.9	-4.5	9.8	-2.7	0.9	2.9	6.6	0.3
COc1cccc(N2CCN(S(=O)(=O)c3cccc4cccnc34)CC2)c1	4.2	-16.9	-9.2	-1.1	-4.8	2.1	6.5	15.5	1.6
CCOc1ccc(CN(C(=O)c2cc(=O)c3cc(C)cc(C)c3o2)C2CCS(=O)(=O)C2)cc1 (stereo not given)	-5.3	-19.1	2.2	14.8	-3.0	3.4	20.1	2.5	0.5
Cc1ccc2nc3c(c(N)c2c1)CCN3c1ccccc1	0.4	-1.6	-3.2	2.9	-2.5	1.8	-1.1	1.3	0.4
COc1ccc(NC(=O)c2ccc(NC(=O)c3nc4nc(C)cc(C)n4n3)cc2)cc1	-20.5	.	-1.6	13.6	.	0.1	-8.4	-13.6	0.0
O=S(=O)(NCc1ccc2c(c1)OCO2)c1ccc(F)cc1	3.9	-11.7	2.7	9.2	3.9	0.1	7.8	-5.9	0.2
OCC[C@H]1C[C@H](O)[C@@H](O)[C@]2(Cc3ccccc3CO2)O1	8.3	-3.5	-4.2	0.0	-8.4	-0.4	-13.2	5.8	0.1
Cc1cccc(C)c1NC(=O)CN(C)C(=O)c1ccccc1OCc1ccc(F)cc1	-10.3	-17.9	-4.3	5.5	-0.6	1.6	-6.2	-0.1	0.6
CCCCOc1ccccc1NC(=O)CC1SC(=NCC)N(CC)C1=O (stereo not given)	0.3	-25.4	-4.4	-0.6	-0.6	3.0	-7.7	-4.3	1.4
COc1ccccc1CN(C)CC(=O)Nc1ccccc1-c1ccccc1	-8.6	-29.9	-14.2	8.5	-16.3	-2.0	-22.4	2.3	0.2
COc1ccc(S(=O)(=O)NCc2nc3nc(C)cc(C)n3n2)cc1OC	-13.6	-0.9	-1.9	6.5	-2.7	0.0	15.0	-7.0	-0.2
COc1ccc(NC(=O)CCN2C(=O)C3CC=C(Cl)CC3C2=O)cc1 (stereo not given)	1.4	5.8	-5.9	1.0	-1.9	1.7	-7.8	-5.4	1.2
C[C@H](CO)N1C[C@H](C)[C@@H](CN(C)S(=O)(=O)c2ccc3c(c2)OCCCO3)OCc2cn(nn2)CCCC1=O	-0.5	.	-5.8	-5.8	.	-1.4	1.8	2.6	0.0
COc1ccc(NC(=O)C2CCN(S(=O)(=O)c3ccc4c(c3)NC(=O)CO4)CC2)cc1	5.6	-2.0	-3.4	4.3	-4.3	0.8	-2.4	-10.2	0.0

3 of the entries above in order of the CHRM4 agonist value, rising:
SMILES	CHRM1 antagonist	CHRM1 PAM	OXTR potentiate	CHRM4 agonist	CHRM4 antagonist
COc1ccc(S(=O)(=O)NCc2nc3nc(C)cc(C)n3n2)cc1OC	-13.6	6.5	-2.7	0.0	-7.0
COc1ccc(NC(=O)c2ccc(NC(=O)c3nc4nc(C)cc(C)n4n3)cc2)cc1	-20.5	13.6	.	0.1	-13.6
COc1ccc(NC(=O)CCN2C(=O)C3CC=C(Cl)CC3C2=O)cc1 (stereo not given)	1.4	1.0	-1.9	1.7	-5.4
